# Assay outcomes (PubChem BioAssay)
# M5 antag = blocks acetylcholine activation of human M5 receptor; P08912; CHO-hM5 cells, Fluo-8 calcium fluorescence, ACh EC80; inhibition, % at 3 µM; actives 0.59% (n = 360,000); AID 624040;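 active means inhibition above a per-plate cutoff, the mean of that plate's test compounds plus 3 SD, cut at about 27% in these data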;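 further: 0% = acetylcholine EC80 with DMSO and 100% = DMSO without agonist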
# Target sequence (P08912 whole entry, looked up): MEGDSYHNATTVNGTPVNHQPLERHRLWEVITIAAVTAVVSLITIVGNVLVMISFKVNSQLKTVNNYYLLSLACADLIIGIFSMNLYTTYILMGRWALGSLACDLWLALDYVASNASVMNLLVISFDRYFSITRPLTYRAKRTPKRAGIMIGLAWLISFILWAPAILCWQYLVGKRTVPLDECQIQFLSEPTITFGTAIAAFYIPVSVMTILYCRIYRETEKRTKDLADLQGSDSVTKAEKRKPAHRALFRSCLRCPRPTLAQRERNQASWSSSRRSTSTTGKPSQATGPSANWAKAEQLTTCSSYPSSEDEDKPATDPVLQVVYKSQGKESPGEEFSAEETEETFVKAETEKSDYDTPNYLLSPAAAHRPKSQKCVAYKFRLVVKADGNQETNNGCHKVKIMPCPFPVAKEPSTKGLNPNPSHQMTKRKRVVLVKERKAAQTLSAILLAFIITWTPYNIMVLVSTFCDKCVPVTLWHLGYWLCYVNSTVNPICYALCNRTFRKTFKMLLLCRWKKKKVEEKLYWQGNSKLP
# M5 PAM = potentiates acetylcholine response at human M5 receptor; P08912; actives 0.3% (n = 360,000); activation, % at 3 µM; AID 624038; CHO-K1 hM5, Fluo-8 calcium, ACh EC20 PAM; 0% = ACh EC20, 100% = ACh EC100;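 active means activation above the run cutoff, the mean activation of all test compounds plus 3 SD, cut at about 18% in these data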
#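 Probe or stimulus: acetylcholine, EC20 level; Assay system: human M5 receptor in CHO-K1 cells; Schedule: compound preincubation 140 s before EC20 acetylcholine addition; Technique: intracellular calcium via Fluo-8 fluorescence; Dosing: single-point, 3 µM nominal; Read-out basis: percent activation from peak-over-basal fluorescence ratio, scaled EC20-to-EC100 acetylcholine; Repeats: one well per compound, no replicates.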
# CRFR2-BP antag = blocks CRF-induced signaling of the CRF-BP/CRF-R2 complex; AID 588475; actives 0.59% (n = 350,000); HEK293 CRF-R2/CRF-BP, CRF-induced calcium fluorescence; inhibition, % at 11.8 µM;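 active means inhibition of the ligand-induced calcium signal above about 50% at the single tested concentration, limit read from the data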
# CHRM1 PAM = human CHRM1 positive allosteric modulation; P11229; CHO-K1 hM1, Fluo-8 calcium fluorescence, ACh EC20; 0% = ACh EC20, 100% = maximal ACh; activation, % at 3 µM; actives 0.088% (n = 360,000); in the data active means activation above about 19%, passing the limit was not always enough
# Target sequence (P11229 whole entry, looked up): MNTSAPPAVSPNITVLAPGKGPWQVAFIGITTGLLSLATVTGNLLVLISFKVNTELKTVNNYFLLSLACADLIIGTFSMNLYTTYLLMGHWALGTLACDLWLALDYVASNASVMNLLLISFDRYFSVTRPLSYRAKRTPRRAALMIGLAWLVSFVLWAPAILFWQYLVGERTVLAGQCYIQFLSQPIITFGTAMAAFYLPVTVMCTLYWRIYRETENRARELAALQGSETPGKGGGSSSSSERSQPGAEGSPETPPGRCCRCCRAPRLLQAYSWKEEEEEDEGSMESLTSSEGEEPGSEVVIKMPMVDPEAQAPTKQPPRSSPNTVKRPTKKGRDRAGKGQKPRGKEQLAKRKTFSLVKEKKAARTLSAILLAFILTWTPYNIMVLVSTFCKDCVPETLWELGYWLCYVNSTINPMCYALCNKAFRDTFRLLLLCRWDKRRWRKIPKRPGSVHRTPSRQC
# M4 ag = CHRM4 agonism in calcium assay; P08173; CHO-K1 hM4/Gqi5, Fluo-8 calcium fluorescence; vehicle 0%, full acetylcholine response 100%; activation, % at 3 µM; actives 0.14% (n = 360,000);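 active means activation above the run mean over all test wells plus 3 SD, cut at about 32% in these data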;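 further: peak over basal fluorescence ratio per well then scaled between controls; 0% = DMSO wells and 100% = acetylcholine at EC100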
# CRFBP-R2 agonist = agonists of human CRF-binding protein/CRF-R2 receptor complex. HEK293 CRF-R2/CRF-BP, calcium dye fluorescence (FLIPR); percent of saturating CRF peptide response. activation, % at 13.2 µM. actives 0.46% (n = 350,000). AID 588473;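 active means activation of at least 50%, plus an integration ratio under a set limit after plate pattern correction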;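 further: plate controls were neutral control wells without compound for no effect and CRF at EC100 for full effect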
# M5 ag = agonists of human muscarinic M5 receptor (CHRM5). CHO-K1 hM5 cells, Fluo-8 calcium fluorescence; 0% DMSO wells, 100% maximal acetylcholine response. P08912. activation, % at 3 µM. actives 0.19% (n = 360,000);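 active means activation above the run's mean over test compounds plus 3 SD, cut at about 23% in these data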;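 further: signal is peak over basal fluorescence ratio across the kinetic read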
# CHRM4 antagonist = blocks acetylcholine activation of human M4 receptor; actives 0.73% (n = 360,000); P08173; CHO-hM4 cells, ACh EC80, Fluo-8 calcium fluorescence; AID 624125; inhibition, % at 3 µM;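 active means inhibition above its plate's cutoff, the mean inhibition of sample wells plus 3 SD, cut at about 27% in these data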;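 further: 0% = acetylcholine EC80 with DMSO and 100% = DMSO without agonist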
# CHRM4 PAM = CHRM4 positive allosteric modulation. P08173. CHO-K1 hM4/Gqi5, Fluo-8 calcium fluorescence, ACh EC20; 0% = ACh EC20, 100% = maximal ACh. activation, % at 3 µM. actives 0.4% (n = 360,000);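 active means activation above its plate's cutoff, the mean activation of sample wells plus 3 SD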; further: some results filed as inactive read as strong as hits
# * marks the source's active call; other numbers are inactive results; / = no result given; & = joins results of further samples.
SMILES,M5 antag,M5 PAM,CRFR2-BP antag,CHRM1 PAM,M4 ag,CRFBP-R2 agonist,M5 ag,CHRM4 antagonist,CHRM4 PAM
Nc1ccccc1C(=O)NN=Cc1cccnc1,-4,-1,/,6,1,/,-3,-6,4
CCN(CC)C(=O)[C@H]1C[C@H](CC(=O)NCc2ccco2)C(=O)N2CCc3c([nH]c4ccc(Cl)cc34)[C@]12C,8,0,21,15,1,0.1,2,-6,11
O=C(c1ccc(Cl)c(S(=O)(=O)N2CCCCC2)c1)N1CCCC1,-11,2,-1,6,1,-0.2,-4,0,0
O=C(c1ccco1)N1CCN(Cc2nnc(-c3cccc(Cl)c3)o2)CC1,14,-4,14,3,1,-0.2,-1,-2,-6
CC1C(C#N)=C(N)OC2=C1C(=O)CC(C)(C)C2 (configuration not stated),6,-7,19,7,1,-2.0,0,9,-2
COc1ccc(OC)c(CN2CCN(C(=O)c3cccc4ccccc34)CC2)c1,13,-8,26,-4,4,2.0,1,-3,-1
CCn1nc(NS(=O)(=O)c2ccc([N+](=O)[O-])cc2)c2cc3ccccc3nc21,-7,1,-9,7,0,-1.0,-4,-13,7
COc1cccc(OCCn2cc(C(=O)c3ccco3)c3ccccc32)c1,13,-10,11,-8,7,-1.2,1,10,-21
COc1cc(CSc2ncn[nH]2)c(OC)cc1CSc1ncn[nH]1,0,-2,-6,10,0,-2.2,6,-5,24
CCC(C)Cn1c(C(C)C)nc2ccccc21 (configuration not stated),8,1,-6,8,0,-2.3,0,-2,4
NS(=O)(=O)c1cccc(NS(=O)(=O)c2ccc(/C=C/C(=O)OCC(=O)c3ccc(Br)cc3)cc2)c1,11,4,9,7,0,0.6,2,-12,7
CCOC(=O)C(Cc1ccc(O)cc1)NC(=O)CNC(=O)C1CCCN1C(=O)OC(C)(C)C (configuration not stated),-5,4,24,13,1,-1.9,-2,-9,4
O=C(Nc1ccc2c(c1)OCO2)Oc1ccccc1,3,1,17,5,0,-1.7,-1,2,6
COc1ccc(NC(=O)CSc2n[nH]c(C(C)C)n2)c([N+](=O)[O-])c1,4,-3,-11,0,6,0.8,-9,1,-5
CC(C)(C)C(=O)Nc1ccnn1C1CCN(C(=O)c2ccc(Cl)cc2F)CC1,15,-5,-6,4,1,7.2,2,9,-4
Cc1ccc(NC(=O)CN(C)C(C)C(=O)N2CC(C)CC(C)C2)cc1 (configuration not stated),-5,3,-5,1,1,-0.8,1,-16,5
O=C(Cc1c(F)cccc1Cl)NNC(=S)Nc1ccc(S(=O)(=O)Nc2ncccn2)cc1,-4,-6,22,4,0,-1.9,-4,-32,14
COc1ccc(/C=N/NC(=O)c2ccc(N3CCCC3=O)cc2)cc1,2,1,-3,4,3,0.6,-1,5,6
COc1cc(C(=O)O/N=C2\CCCc3c2ccc(OC)c3[N+](=O)[O-])cc(OC)c1OC,2,1,14,-17,2,-1.8,1,6,10
O=C(NNC(=O)c1cc(-c2ccccc2)nc2ccccc12)Nc1cccc(Cl)c1,13,-13,7,-11,9,-1.0,0,11,-9
O=C(NCCN1CCOCC1)N1CCOCC1,-1,2,-17,12,0,0.8,2,7,-4
CN1CN(C)c2ccc([N+](=O)[O-])c3cccc1c23,1,1,4,10,0,-0.8,-4,-6,1
CC1C(=O)N2CCCc3cc(S(=O)(=O)N(C)c4ccccc4)cc1c32 (configuration not stated),-12,6,-1,20,1,-1.7,-4,0,14
COc1cc(OC)cc(C(=O)NCC(=O)OCC(=O)NC2CCCc3ccccc32)c1 (configuration not stated),6,3,-2,7,3,-1.5,-1,-14,3
CS(=O)(=O)N(Cc1ccco1)Cc1ccccc1Cl,7,4,4,10,0,-1.6,-3,4,-7
CC(=O)Nc1ccc(N/C=C/C(=O)c2ccc(Cl)cc2)cc1,-23,0,1,10,1,0.0,-18,-10,-3
O=C(c1cccs1)N(c1cccc(Cl)c1)C1C=CS(=O)(=O)C1 (configuration not stated),-7,4,-3,-1,1,0.5,-4,-11,2
COc1cc(C)c2occ(/C(C)=N\O)c2c1,1,-5,1,-9,0,0.0,-7,10,-12
O=C(CN1CCCC1)NC1C2CC3CC(C2)CC1C3 (configuration not stated),-13,7,-14,-3,1,1.0,-3,6,-7
N#CC(C#N)c1ccnc2ccccc12,7,-2,31,1,9,31,3,-3,3
COCCOC(=O)C1=C(C)NC(=O)NC1c1c(OC)ncnc1OC (configuration not stated),2,-4,18,0,2,-2.2,0,-3,-1
Cc1nc(N2CCC(C)CC2)c(C#N)c(C)c1[N+](=O)[O-],9,0,1,6,1,-4.8,3,-2,2
C/C=C(\C)C(=O)OC1CC(C)(C)C[C@H]2C3=CC[C@@H]4[C@@]5(C)CCC(O[C@@H]6O[C@@H](C(=O)O)[C@@H](O)C(O[C@@H]7OC[C@H](O)[C@@H](O)[C@@H]7O[C@@H]7OC(CO)C(O)[C@@H](O)[C@@H]7O)C6O[C@@H]6OC(CO)C(O)C(O)C6O)[C@@](C)(CO)[C@@H]5CC[C@]4(C)[C@]3(C)CC(O)[C@@]12CO (some centres not stated),7,1,-23,1,1,78*,-3,2,4
CCCCN(C(=O)CN1C(=O)C2CCCCC2C1=O)c1c(N)n(Cc2ccccc2)c(=O)[nH]c1=O (configuration not stated),12,-10,18,-1,1,-1.2,1,9,3
O=C1C2C3C=CC(C4CC34)C2C(=O)N1/N=C/c1ccc(-c2cccc([N+](=O)[O-])c2)o1 (configuration not stated),4,-10,-22,-12,5,-1.1,0,-4,-2
CC1(C)C[C@H]2C3=CCC4[C@@]5(C)CC[C@H](O)[C@](C)(CO)C5CC[C@@]4(C)[C@]3(C)C[C@@H](O)[C@@]2(CO)[C@@H](O)[C@@H]1O (some centres not stated),-2,4,-33,4,1,13,1,-13,5
CC(C)COP(=O)(c1ccc(N(C)C)cc1)C(O)c1cccnc1 (configuration not stated),-11,11,-12,4,0,0.4,5,-14,0
COc1ccc(/C=N/n2c(C3CCCCC3)n[nH]c2=S)c(OC)c1,0,0,8,8,1,-3.3,-6,-15,2
CCOC(=O)[C@]12CCCC=C1N(Cc1ccco1)C(=O)[C@H](CC(=O)N1CCC(c3ccccc3)CC1)C2,-9,10,/,/,-3,/,-3,-11,7
CCN1CCN(C(=O)Nc2cccc3ccccc23)CC1,-3,2,5,3,0,0.9,-2,3,0
O=C(Cc1ccon1)c1ccc(O)cc1O,11,-13,13,3,0,-0.8,-2,9,-1
CCN1CCN(C(=O)NC(c2ccc(C)c(F)c2)C(Cl)Cl)CC1 (configuration not stated),4,1,-9,-1,1,0.5,-8,5,-9
COCC(=O)N1CCC(Oc2ccc(C(=O)NCc3cc(C)n(C)n3)cc2)CC1,18,-2,5,1,-1,-2.5,0,4,-3
CCN1CCN(Cc2ccc(NC(=O)c3ccc(C)c(NC(=O)c4cccc5[nH]ccc45)c3)cc2C(F)(F)F)CC1,11&2,1&2,-26&-9,-6&-1,6&2,-0.6&0.8,-2&-4,-6&9,0&0
Nc1ccc(N2CCCCC2)c2nonc12,6,4,-11,7,5,1.8,7,-2,-2
CC(C)=CCC/C(C)=C/CNC(=O)C[C@H]1C[C@H](C(=O)N(C(C)C)C(C)C)[C@@]2(C)c3[nH]c4cc(-c5ccco5)ccc4c3CCN2C1=O,10,-4,11,4,1,5.0,0,-15,15
C/C(=N\NC(=O)c1ccc(CSc2nc(C)cc(C)n2)cc1)c1ccco1,10,-6,6,5,4,0.6,-1,3,6
COc1ccc(S(=O)(=O)N2CCC(C(=O)NCc3ccncc3)CC2)cc1,-2,2,-5,3,1,0.4,-4,-4,1
COc1nccnc1NS(=O)(=O)c1ccc(N=Cc2c(C)[nH]n(-c3ccc(C)c(C)c3)c2=O)cc1,4,-9,16,4,0,-0.2,0,11,-1
O=C1[C@H](Oc2ccccc2)[C@@H](c2ccccc2)N1c1ccncc1,-8,-1,16,2,0,-6.9,0,5,-4
COc1ccc(NC(=S)NCCCN2CCCC2)cc1Cl,9,1,-7,10,0,0.2,-10,6,14
CS(=O)(=O)N1CCN(c2ccnc3cc(Cl)ccc23)CC1,2,0,26,7,2,-1.6,-3,1,-4
CCn1c(=O)c(C(C)=O)nc2ccccc21,-5,-3,-2,4,1,0.6,0,-3,16
FC(F)(F)c1cccc(Cc2noc(CN3CCCC(OCc4ccccn4)C3)n2)c1 (configuration not stated),17,-22,-1,-5,17,-1.6,1,5,-14
Cc1sc2ncnc(NCCCO)c2c1C,-4,0,-6,-7,1,-0.6,2,-7,2

# Twelve entries from above, with the structure last:
M5 antag | M5 PAM | CRFR2-BP antag | CHRM1 PAM | M4 ag | CRFBP-R2 agonist | M5 ag | CHRM4 antagonist | CHRM4 PAM | mol
11 | -13 | 13 | 3 | 0 | -0.8 | -2 | 9 | -1 | O=C(Cc1ccon1)c1ccc(O)cc1O
4 | 1 | -9 | -1 | 1 | 0.5 | -8 | 5 | -9 | CCN1CCN(C(=O)NC(c2ccc(C)c(F)c2)C(Cl)Cl)CC1 (configuration not stated)
18 | -2 | 5 | 1 | -1 | -2.5 | 0 | 4 | -3 | COCC(=O)N1CCC(Oc2ccc(C(=O)NCc3cc(C)n(C)n3)cc2)CC1
11&2 | 1&2 | -26&-9 | -6&-1 | 6&2 | -0.6&0.8 | -2&-4 | -6&9 | 0&0 | CCN1CCN(Cc2ccc(NC(=O)c3ccc(C)c(NC(=O)c4cccc5[nH]ccc45)c3)cc2C(F)(F)F)CC1
6 | 4 | -11 | 7 | 5 | 1.8 | 7 | -2 | -2 | Nc1ccc(N2CCCCC2)c2nonc12
10 | -4 | 11 | 4 | 1 | 5.0 | 0 | -15 | 15 | CC(C)=CCC/C(C)=C/CNC(=O)C[C@H]1C[C@H](C(=O)N(C(C)C)C(C)C)[C@@]2(C)c3[nH]c4cc(-c5ccco5)ccc4c3CCN2C1=O
10 | -6 | 6 | 5 | 4 | 0.6 | -1 | 3 | 6 | C/C(=N\NC(=O)c1ccc(CSc2nc(C)cc(C)n2)cc1)c1ccco1
-2 | 2 | -5 | 3 | 1 | 0.4 | -4 | -4 | 1 | COc1ccc(S(=O)(=O)N2CCC(C(=O)NCc3ccncc3)CC2)cc1
4 | -9 | 16 | 4 | 0 | -0.2 | 0 | 11 | -1 | COc1nccnc1NS(=O)(=O)c1ccc(N=Cc2c(C)[nH]n(-c3ccc(C)c(C)c3)c2=O)cc1
-8 | -1 | 16 | 2 | 0 | -6.9 | 0 | 5 | -4 | O=C1[C@H](Oc2ccccc2)[C@@H](c2ccccc2)N1c1ccncc1
9 | 1 | -7 | 10 | 0 | 0.2 | -10 | 6 | 14 | COc1ccc(NC(=S)NCCCN2CCCC2)cc1Cl
2 | 0 | 26 | 7 | 2 | -1.6 | -3 | 1 | -4 | CS(=O)(=O)N1CCN(c2ccnc3cc(Cl)ccc23)CC1
